KB-3-1 tox = kills parental KB-3-1 adenocarcinoma cells; 1.4% of 400,000 active; KB-3-1 viability, CellTiter-Glo ATP luminescence, 72 h; Potency, µM (doses to about 46.1 µM), inactives show at the top dose activity change, negative = cytotoxic, hits mostly cytotoxic; note: potency is the fitted concentration of half-maximal effect; % is set by controls: 0 for no effect and ±100 for the full control effect; nearly all actives have a fitted effect of over 60% in size
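Parental KB-3-1 viability, qHTS format: 72 h compound exposure, 37 °C; CellTiter-Glo; media-only wells and DMSO plates as controls; concentration-effect fits on corrected data.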
HT1080 IDH1KD tx = HT-1080 IDH1 knockdown cell toxicity (counter line). HT-1080 IDH1 knockdown viability, ATP luminescence, 48 h. Potency, µM (titrated, usually from 46.1 µM), inactives show top-dose activity, negative = toxicity, actives largely listed as cytotoxic. 2% of 360,000 active;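 note: potency is the fitted concentration of half-maximal effect; 0% = DMSO wells and -100% = cell-free medium wells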
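In this qHTS, HT-1080 cells depleted of IDH1 are exposed for 48 h at 37 °C to compound titrations. Toxicity is scored from CellTiter-Glo luminescence, with DMSO as full viability and medium alone as none.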
IL1B secr inh = inhibitors of inflammasome signaling (IL-1 beta secretion). 4.7% of 360,000 active. activity change, % at 57.5 µM. THP-1 LPS/ATP IL-1B secretion, AlphaLISA, 16 h; hits give low values; in the data active = activity change below about -50%; inconclusive = mostly about -30% to -49%; note: % is set by controls: 0 for no effect and ±100 for the full control effect
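Secreted IL-1B measured by AlphaLISA bead assay after 16 h compound exposure of THP-1 cells; compounds (final up to 57.5 uM) added 1 h before LPS (250 ng/mL) and ATP (1.25 mM) stimulation; lower signal means less secretion.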
KB-V1 cytotox = KB-V1 MDR subline cytotoxicity; Potency, µM (highest dose often 46.1 µM), for the others: top-dose activity change, negative = cytotoxicity, most hits filed as cytotoxic; KB-V1 MDR cells viability, CellTiter-Glo, 72 h; AID 1347076; 3.4% of 400,000 active; note: potency is the fitted concentration of half-maximal effect; % is set by controls: 0 for no effect and ±100 for the full control effect; nearly all actives have a fitted effect of over 60% in size
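Drug-selected KB-V1 cells, grown in DMEM lacking phenol red with 10% FBS, receive compound titrations; after three days at 37 degrees C, surviving cell ATP is quantified by CellTiter-Glo luminescence and responses normalized and curve-fitted.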
SW480 rereplic = inducers of DNA re-replication in SW480 colon cancer cells | 1.8% of 340,000 active | AID 624297 | Potency, µM (top dose mostly 46.1 µM), inactives show at the highest dose re-replication activation, actives largely listed as activators | SW480 DNA re-replication, Hoechst DNA content imaging, 48 h; note: potency is the fitted concentration of half-maximal effect; % of control where 0% means no effect; nearly all actives have a fitted effect of over 55% in size
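Image-based DNA-content assay: after two days of treatment, nuclei were labelled with the DNA dye Hoechst and imaged, and hits were compounds raising the count of nuclei showing high fluorescence intensity.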
ATXN viability = reduces viability in counter-screen for ATXN expression inhibitors; S2 cells (HEK-293 line with an ATXN2-luciferase reporter) viability, CellTiter-Fluor protease fluorescence, 24 h; Potency, µM (doses to about 56.7 µM), actives largely listed as cytotoxic; 0.49% of 400,000 active; AID 651635; note: potency is the fitted concentration of half-maximal effect; nearly all actives have a fitted effect of over 40% in size
HT1080NT lethal = kills 2HG-producing HT-1080-NT fibrosarcoma cells; 1.6% of 360,000 active; Potency, µM (series often up to 46.1 µM), for inactives: at the top dose activity, negative = less viability, actives largely listed as cytotoxic; HT-1080-NT fibrosarcoma viability, CellTiter-Glo ATP luminescence, 48 h;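 note: NT is the 2HG producing partner of a matched IDH1 knockdown line; potency is the fitted concentration of half-maximal effect; 0% = DMSO-treated cells and -100% = media-only wells without cells; nearly all actives have a fitted effect of over 55% in size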
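Viability of the 2HG-overproducing fibrosarcoma line after 48 hours of compound exposure at 37 degrees C was determined by luminescence with CellTiter-Glo, and concentration-effect curves were then fitted and categorized.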
MCF10A rerep = DNA re-replication induction in MCF 10a cells; MCF 10A DNA re-replication, Hoechst nuclear intensity, 48 h; Potency, µM (top dose mostly 46.1 µM), without a hit: at the highest dose activity, positive = re-replication, usual class: activators; 2.9% of 350,000 active; note: potency is the fitted concentration of half-maximal effect; % of control where 0% means no effect; nearly all actives have a fitted effect of over 50% in size
ATXN2 expr inh = inhibitors of ATXN2 expression. Potency, µM (series often up to 57 µM), for the others: at the top dose activity change, negative = inhibition, hits mostly inhibitors. AID 1745845. HEK-293 ATXN2-luciferase reporter, luminescence, 24 h. 0.72% of 360,000 active; note: potency is the fitted concentration of half-maximal effect; % is set by controls: 0 for no effect and ±100 for the full control effect; nearly all actives have a fitted effect of over 55% in size
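ATXN2-luciferase reporter cells (luciferase flanked by upstream and downstream ATXN2 gene portions) were treated 24 h at 37 °C with compounds at up to 57 uM. SteadyGlo luminescence gave expression; GF-AFC fluorescence gave viability.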
Active calls of the source: *; i = inactive; ? = inconclusive; . = not tested or not shown; [ ] = dose if it differs, or a comment. Unless noted, calls come from the whole dose curve; as a rule, active = well fitted curve in the direction sought with a large enough effect; inconclusive = small, poorly fitted or top-dose-only effect, or another doubt; inactive = no such curve, though single readings can be large; an effect the other way counts as inactive or inconclusive.

SMILES	KB-3-1 tox	HT1080 IDH1KD tx	IL1B secr inh	KB-V1 cytotox	SW480 rereplic	ATXN viability	HT1080NT lethal	MCF10A rerep	ATXN2 expr inh
COC(=O)[C@@]1(Sc2ccc(C)cc2)CC(=O)N[C@@H]1c1ccc(C(F)(F)F)cc1	-14%	-18%	?	?	.	i	-17%	.	-1%
Cc1cc(C)c(NC(=O)COc2ccccc2C(=O)Nc2ccc3c(c2)oc2ccccc23)c(C)c1	-2%	2%	-5	-12%	5%	i	10%	?	-21%
CN(C)c1nc2c(c(=O)[nH]c(=O)n2C)n1Cc1ccc(F)cc1	-8%	1%	-6	-19%	-5%	i	1%	6%	4%
COc1ccc(/C=C2/CCC(CN3CCOCC3)C2=O)cc1 (stereo unspecified)	?	6.5µM*	-103*	?	15µM*	?	?	?	6.7µM*
Cc1nn(Cc2cccc(C(=O)Nc3ccn(Cc4ccccc4)n3)c2)c(C)c1[N+](=O)[O-]	-10%	0%	10	?	3%	?	1%	4%	-11%
CCC(C)(CC(=O)Nc1nccs1)c1ccccc1 (stereo unspecified)	-5%	-9%	46	-2%	-1%	i	-4%	2%	0%
COc1cccc(CNC(=O)CCCN2C(=O)CSc3c2c(C)nn3-c2ccccc2)c1OC	-1%	.	.	0%	.	i	.	.	-17%
O=C(CCc1nc(-c2ccccc2Cl)no1)NCc1ccco1	5%	0%	3	13%	1%	i	-1%	-2%	-3%
COc1ccc(N2CCN(C(=O)CCn3cnc4onc(-c5ccc(F)cc5)c4c3=O)CC2)cc1	-2%	.	.	0%	.	i	.	.	-23%
COc1ccc(-c2cc(C(=O)NN)[nH]n2)cc1	-5%	-21%	20	?	-2%	i	-17%	2%	14%
C/C(=C\C(=O)c1ccc(Br)cc1)NCc1ccc2c(c1)OCO2	-5%	?	-17	0%	-3%	i	-20%	19%	-7%
CCOc1cc(C2c3c(n[nH]c3C)C(=O)N2c2ccc(Br)cc2)ccc1O (stereo unspecified)	8%	-7%	?	0%	-12%[9.22 µM]	i	-19%	1%	33%
CCOC(=O)c1ccc(Nc2cc(-c3ccccc3)nc(C)n2)cc1	0%	.	.	1%	.	i	.	.	-4%
CCOc1ccc(-n2c(C)c(C(=O)O)c3cc(OC)ccc32)cc1	-17%	-3%	-19	-4%	9%	i	-10%	-2%	37%[activator]
COc1ccc2oc(C(=O)c3ccccc3)c(N)c2c1	4%	2%	-19	-5%	?	i	1%	15µM*	114%[activator]
COc1ccc(NC(=O)c2ccc(C)cc2)c[n+]1[O-]	-11%	-10%	7	25%	1%	i	-6%	-19%	16%
NS(=O)(=O)c1ccc(NC(=O)CN2C(=O)CCC2=O)cc1	8%	3%	0	-2%	-2%	?	-8%	1%	.
O=c1cc2c(nn1Cc1c(Cl)cccc1Cl)-c1ccccc1CC2	-15%	?	-14	?	2%	i	?	?	-7%
CCN(CC)c1ccc(NC(=O)CN2C(=O)c3cccnc3Sc3ccccc32)c(C)c1	2%	.	.	2%	.	i	.	.	41%[activator]
COc1ccc(C(C#N)c2nc3ccccc3nc2Cl)cc1 (stereo unspecified)	?	12%	18	-7%	?	i	13%	?	-24%
CN1CCC(=NNC(=O)C(=O)Nc2cccc(Br)c2)CC1	1%	-7%	-1	9%	?	i	0%	?	-24%
CCCN(CCC)CCCNC(=O)c1cc2c(=O)n(CC)c3ccccc3c2s1	23µM*	-3%	-63*	?	?	.	-14%	?	-3%
CCOC(=O)C1=NNC2C(=O)N(Cc3ccccc3)C(=O)C12 (stereo unspecified)	2%	16%	10	0%	-7%	i	28%	1%	14%
Cc1cc(F)ccc1NC(=O)C1CCN(C(=O)Nc2ccccc2)CC1	-10%	1%	25	12%	-62%	i	4%	?	-13%
O=C(CSc1nnc(Cc2cc(=O)[nH]c(=O)[nH]2)n1-c1ccc(Cl)cc1)NCC1CCCO1 (stereo unspecified)	-11%	-1%	3	0%	4%	i	-5%	23%	6%
SMILES	KB-3-1 tox	HT1080 IDH1KD tx	IL1B secr inh	KB-V1 cytotox	SW480 rereplic	ATXN viability	HT1080NT lethal	MCF10A rerep	ATXN2 expr inh
O=C(Nc1ccc(NC(=O)C2CC2)nc1)c1cnccn1	-1%	7%	8	-5%	-29%	.	0%	2%	.
O=S(=O)(Nc1ccncc1Cl)c1ccccc1	-4%	-3%	-4	-5%	3%	i	-2%	2%	1%
CCOC(=O)N1CCC(NC(=O)c2cccs2)CC1	4%	10%	-12	4%	-11%	?	9%	-3%	-3%
COc1ccc(CCNc2nc(-c3ccc(OC)c(OC)c3)cc(C(F)(F)F)n2)cc1OC	?	.	.	-24%	.	?	.	.	?
COc1ccccc1NC(=O)COc1cc(Br)c(CNCCCN2CCOCC2)cc1OC	0%	?	-53*	4%	25%	i	?	?	-17%
Cn1nnnc1SCC(=O)NCC(=O)c1ccccc1	-3%	-4%	-5	-13%	-4%	i	6%[9.24 µM]	-1%	5%
Cc1[nH]c(C)c(S(=O)(=O)NCc2ccco2)c1C(=O)N1CCCCC1	-4%	9%	13	-2%	?	i	6%	0%	-5%
CC(=O)Nc1ccc(Nc2ncnc(N)c2[N+](=O)[O-])cc1	-2%	0%	13	39%	-5%	i	-9%	3%	13%
COC(=O)c1ccc2nc(NC(=O)C3CC3)sc2c1	-13%	2%	19	-3%	-12%	i	0%	-14%	36%
CCOC(=O)C1CCCCN1Cc1cccc(OCc2ccccc2)c1 (stereo unspecified)	0%	4%	41	16%	-3%	i	-11%	6%	-19%
Cc1ccc(C)c(N2CCN(S(=O)(=O)c3ccc4[nH]c(=O)c(=O)[nH]c4c3)CC2)c1	1%	?	-11	0%	15%	i	-3%	?	-3%
C[C@H](CO)N1C[C@H](C)[C@H](CN(C)Cc2ccncc2)Oc2ncc(Br)cc2C1=O	-4%	10%	12	-16%	.	?	20%	.	11%
COc1ccccc1OCC(O)Cn1c(=N)n(Cc2ccccc2)c2ccccc21 (stereo unspecified)	16µM*	-13%	-73*	?	?	?	?	?	?
O=C(O)c1ccc(NC(=S)Nc2ccccc2)cc1	3%	-3%	-2	-9%	-3%	i	2%	0%	23%
CCN(CC)c1ccc(/C=N/NC(=O)c2ccc3nc[nH]c3c2)c(O)c1	?	2.1µM*	135	-5%	21µM*	i	?	26%	2.8µM*
CCc1ccc2[nH]c(C(=O)N(C)c3ccc(F)cc3F)cc2c1	0%	-1%	30	0%	0%	i	0%	-1%	-16%
Cc1ccc(C(C(=O)NC2CCCC2)N(C(=O)CNC(=O)c2cccs2)c2cccnc2)o1 (stereo unspecified)	0%	6%	-12	-28%	0%	i	5%	-1%	1%
CCOC(=O)C1C(c2ccccc2)C(C(=O)OCC)S(=O)(=O)C(CCN(CC)CC)S1(=O)=O (stereo unspecified)	23%	-2%	-6	10%	-3%	i	-4%	-6%	4%
C=Cc1ccc(CN2C(=O)N(c3cccc(Cl)c3)S(=O)(=O)c3ccccc32)cc1	-6%	.	.	5%	.	i	.	.	4%
Cc1oc(-c2ccc(C(=O)N(C)Cc3ccccc3)cc2)nc1CN1CCc2ccccc21	15µM*	.	.	13µM*	.	?	.	.	0%
COC(=O)Cc1ccc(OC2(C)CCN(Cc3ccccc3)C2)cc1 (stereo unspecified)	0%	22%	0	-6%	.	i	?	.	3%
COc1cccc(-c2cccc(-c3nc(C(=O)NCCCN4CCOCC4)cc4c3[C@H](CCO)N(S(=O)C(C)(C)C)C4)c2)c1 (stereo partly specified)	-3%	-1%	-13	?	.	i	-1%	.	-9%
CC(C)OC(=O)c1c(NC(=O)CCn2nnc3ccccc32)sc2c1CCCC2	-3%	1%	-30	-13%	-17%	i	-1%	1%	3%
Cc1cccc(OCCCC(=O)NNC(=O)c2ccncc2)c1	9%	5%	15	15%	-80%[inhibitor]	i	7%	-17%	5%
COc1ccc(C(=O)Nc2ccc(-c3ccc(C)o3)cc2)cc1S(=O)(=O)N1CCOCC1	-21%	.	-19	0%	?	i	.	?	?
COC(=O)c1nn(-c2nc(-c3ccc(OC)c(OC)c3)cc(C(F)(F)F)n2)cc1[N+](=O)[O-]	4%	10%	45	16%	0%	i	7%	16%	.

Record cards (already shown). Values in the order: KB-3-1 tox	HT1080 IDH1KD tx	IL1B secr inh	KB-V1 cytotox	SW480 rereplic	ATXN viability	HT1080NT lethal	MCF10A rerep	ATXN2 expr inh
Profile of `Cc1ccc(C(C(=O)NC2CCCC2)N(C(=O)CNC(=O)c2cccs2)c2cccnc2)o1` (stereo unspecified) : 0%	6%	-12	-28%	0%	i	5%	-1%	1%
Profile of `O=S(=O)(Nc1ccncc1Cl)c1ccccc1` : -4%	-3%	-4	-5%	3%	i	-2%	2%	1%
Profile of `C[C@H](CO)N1C[C@H](C)[C@H](CN(C)Cc2ccncc2)Oc2ncc(Br)cc2C1=O` : -4%	10%	12	-16%	.	?	20%	.	11%
Profile of `COc1cccc(-c2cccc(-c3nc(C(=O)NCCCN4CCOCC4)cc4c3[C@H](CCO)N(S(=O)C(C)(C)C)C4)c2)c1` (stereo partly specified) : -3%	-1%	-13	?	.	i	-1%	.	-9%
Profile of `CC(=O)Nc1ccc(Nc2ncnc(N)c2[N+](=O)[O-])cc1` : -2%	0%	13	39%	-5%	i	-9%	3%	13%

High-throughput results deposited in PubChem by National Center for Advancing Translational Sciences (NCATS).
